Epigenetic reg: regulators of epigenetic silencing causing reporter derepression in mouse cells; murine LDR cells, GFP reporter derepression, 30 h; Potency, µM (series often up to 53.9 µM), without a hit: top-dose GFP activation, hits mostly activators; actives 0.2% (n = 280,000); also: % of control where 0% means no effect; nearly all actives have a fitted effect of over 60% in size
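Readout is the number of GFP-expressing murine LDR cells, counted by cytometry following washing. Cells were treated with compound for 30 h at 37 C; the stably integrated CMV-GFP locus is normally silent.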
KinaseGlo FLuc: blocks Kinase-Glo luciferase, a counter-screen artifact; Q27757; actives 0.28% (n = 200,000); Potency, µM (top dose mostly 38.3 µM), for inactives: at the highest dose activity change, negative = inhibition, hits mostly inhibitors; Kinase-Glo luciferase, ATP luminescence, 8 min; also: % is scaled to controls: 0 for no effect and ±100 for the full control effect; nearly all actives have a fitted effect of over 60% in size
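Inhibition of Kinase-Glo luciferase light generation was assessed at 10 uM ATP in pH 7.2 imidazole buffer, with luminescence measured after eight minutes at ambient temperature.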
NPSR antagonist: antagonists of human neuropeptide S receptor cAMP signaling | Q6W5P4 | CHO-NPSR cells, cAMP TR-FRET, antagonist mode | Potency, µM (titrated, usually from 38.3 µM), inactives show at the highest dose activity change, negative = inhibition, hits mostly inhibitors | actives 1% (n = 220,000); also: % is scaled to controls: 0 for no effect and ±100 for the full control effect; nearly all actives have a fitted effect of over 50% in size; many of its hits are not listed in these tables
Target sequence (Q6W5P4 whole entry, looked up): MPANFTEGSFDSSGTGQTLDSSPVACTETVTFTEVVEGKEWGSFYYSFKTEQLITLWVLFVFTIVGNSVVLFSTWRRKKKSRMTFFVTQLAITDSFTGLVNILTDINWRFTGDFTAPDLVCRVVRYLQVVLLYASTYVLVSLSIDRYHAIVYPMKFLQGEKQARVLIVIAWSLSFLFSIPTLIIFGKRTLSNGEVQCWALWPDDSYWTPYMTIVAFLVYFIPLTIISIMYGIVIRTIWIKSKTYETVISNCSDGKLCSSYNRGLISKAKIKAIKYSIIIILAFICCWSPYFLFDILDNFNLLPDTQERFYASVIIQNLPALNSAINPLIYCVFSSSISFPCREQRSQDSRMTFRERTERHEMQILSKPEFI
IMPase Li cell: cell-permeable IMPase inhibitors with lithium potentiation | CHO-M1 cells, IP1 TR-FRET (IP-One), carbachol + lithium | Potency, µM (titrated, usually from 59.4 µM), for inactives: at the top dose activity, negative = IMPase inhibition, usual class: inhibitors | actives 0.35% (n = 210,000);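 also: IP1 builds up when IMPase is blocked and the TR-FRET signal falls; plate controls were basal vehicle for no effect and high inhibitor control for full effect; nearly all actives have a fitted effect of over 50% in size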
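CHO cells stably expressing M1 receptor (2000/well, cultured 16–30 h) treated 30 min at 37C with compound plus low lithium. Cytosolic IP1 by TR-FRET (665/620 ratio and 620 channel) after 10 min lysis; AC50 by Hill fit.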
RECQ1 helicase: inhibitors of human RECQ1 DNA helicase | P46063 | RECQ1 DNA unwinding, red fluorescence kinetic read | Potency, µM (top dose mostly 57.3 µM), for inactives: at the highest dose activity, negative = inhibition, hits mostly inhibitors | actives 0.54% (n = 240,000) | AID 2549;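 also: plate controls were vehicle for no effect and no enzyme for full effect; nearly all actives have a fitted effect of over 30% in size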
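50 nM RECQ1T1 preincubated 15 min with compound in Tris pH 8.0 buffer with MgCl2, DTT, Tween-20 and 2.5 ug/ml poly(dI-dC); started with 200 nM TAMRA/BHQ-2 forked duplex and 2 mM ATP. Unwinding read as fluorescence (525/598 nm), two reads 2 h apart.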
SMN2 splice enh: increases expression of the SMN2 splice variant | HEK293 SMN2-luciferase splicing reporter, luminescence, 30-36 h | Potency, µM (doses to about 46.1 µM), for inactives: top-dose activity change, positive = activation, hits mostly activators | actives 2.8% (n = 210,000); also: % of control where 0% means no effect; nearly all actives have a fitted effect of over 55% in size
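HEK293 cells carry an SMN2 […]–luciferase reporter in which exon 7 inclusion puts luciferase in frame. Cells were plated 10-12 h before compound addition, then incubated 30-36 h at 37C. ONE-Glo luminescence was read; sodium butyrate at 4.5 mM final served as control.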
RGS12 GoLoco inh: RGS12 GoLoco-Gai1 interaction inhibition | Gai1:RGS12 GoLoco peptide FP, rhodamine, 10 min | Potency, µM (series often up to 61.6 µM), for inactives: at the highest dose activity, negative = inhibition, actives largely listed as inhibitors | actives 0.44% (n = 230,000) | AID 880; active = well fitted inhibition curve with a large enough effect, not every such curve was filed as active; inactive = no such curve, though single readings can be large or run the other way; also: % is scaled to controls: 0 for no effect and ±100 for the full control effect; nearly all actives have a fitted effect of over 30% in size; many of its hits are not listed in these tables
JMJD2E inh: blocks human JMJD2E demethylase activity. B2RXH2. JMJD2E catalytic domain, FDH-coupled NADH fluorescence (FDH is formaldehyde dehydrogenase). Potency, µM (titrated, usually from 57.1 µM), for inactives: at the top dose activity change, negative = inhibition, most hits filed as inhibitors. actives 1.6% (n = 230,000). AID 2147; active = well fitted inhibition curve with a large enough effect, not every such curve was filed as active; inconclusive = small, poorly fitted or top-dose-only effect, or another doubt; inactive = no such curve, though single readings can be large or run the other way;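 also: 0% = wells with enzyme and -100% = buffer wells without enzyme; nearly all actives have a fitted effect of over 50% in size; many of its hits are not listed in these tables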
Target sequence (B2RXH2 1-337 limits assumed): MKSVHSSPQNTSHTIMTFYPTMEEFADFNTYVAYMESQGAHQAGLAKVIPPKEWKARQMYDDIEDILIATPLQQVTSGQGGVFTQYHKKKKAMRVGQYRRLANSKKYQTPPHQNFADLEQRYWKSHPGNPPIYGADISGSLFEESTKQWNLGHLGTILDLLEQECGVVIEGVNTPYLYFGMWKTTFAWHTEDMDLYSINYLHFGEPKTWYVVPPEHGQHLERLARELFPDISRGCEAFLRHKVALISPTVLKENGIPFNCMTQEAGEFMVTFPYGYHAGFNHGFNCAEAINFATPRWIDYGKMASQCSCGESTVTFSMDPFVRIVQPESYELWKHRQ
* marks the source's active call; other numbers are inactive results; i = inactive; ? = inconclusive; · = no result given; & = joins results of further samples; ! = not active in a repeat; [ ] = another dose, or the depositor's remark. Unless noted, calls follow the shape of the dose curve; as a rule, active = well fitted curve in the direction sought with a large enough effect; inconclusive = small, poorly fitted or top-dose-only effect, or another doubt; inactive = no such curve, though single readings can be large; an effect the other way counts as inactive or inconclusive. Potency is read from the fitted curve at half-maximal effect. These rows are one share of the data; rates above refer to the full screens.

SMILES | Epigenetic reg | KinaseGlo FLuc | NPSR antagonist | IMPase Li cell | RECQ1 helicase | SMN2 splice enh | RGS12 GoLoco inh | JMJD2E inh
CCCc1nc2ccccc2c(=O)n1-c1ccccc1OC | -1.2% | 5% | -7%[46.1 µM] | 4%[38.3 µM] | i | 3% | 1% | -6%
CC(=O)Nc1cccc([As](=O)(c2cccc(NC(C)=O)c2)c2cccc(NC(C)=O)c2)c1 | 1.1% | · | 1%[7.67 µM] | · | i | · | 5µM* | -2%
NC(Cn1ccc(=O)[nH]c1=O)C(=O)O (configuration not stated) | -0.2% | -1% | 2%[46.1 µM] | 9% | -8% | -11% | -8% | -26%
N#CC(C#N)=Cc1cc(O)c(O)c([N+](=O)[O-])c1 | 18µM*! | 2%[39.9 µM] | · | 25%&12% | 32µM* | 8% | 4%&-1% | ·
CC1(c2ccc(Cl)cc2Cl)OCC(Cn2cncn2)O1 (configuration not stated) | 2.2% | 1% | 1% | 11% | 10% | -19% | 10% | ?
O=c1c(C=NCCN2CCNCC2)c(O)n(C2CCCCC2)c(=O)n1C1CCCCC1 | 0.0% | -3% | -20%[46.1 µM] | 23%[38.3 µM] | 0% | ? | 11% | 4%
COC(=O)NC(=C(Cl)Cl)P(=O)(c1ccccc1)c1ccccc1 | 0.0% | · | 20% | · | i | · | 0% | 6%
CC(C)c1cc2c(c(O)c1O)[C@]1(C(=O)O)CCCC(C)(C)C1CC2 (some centres not stated) | -1.3% | -8% | · | 29% | 3% | -1% | -9% | 13µM*
CC1=CCCC2C1(C)CCC(C)C2(C)CC/C(C)=C/C[n+]1cn(C)c2c(N)ncnc21 (configuration not stated) | 1.3% | -5% | · | 23% | -4% | -4% | -2% | -6%
O=C(c1ccccc1F)c1cn(CC(=O)N2CCOCC2)c2ccccc12 | -1.1% | -2% | -7%[46.1 µM] | -9%[38.3 µM] | -7% | -6% | 14% | -1%
CCOC(=O)C(O)(c1ccc(NC(=O)Oc2ccccc2)cc1)C(F)(F)F (configuration not stated) | 0.0% | -2% | 18% | -2% | 0% | 6% | 8% | 9%
O=C(Oc1ccccc1)N1CCC2(CCCN(C(c3ccccc3)c3ccccc3)C2)CC1 | · | 1% | · | 29% | -9% | ? | 1% | ·
O=NN1CCCCC1 | · | · | · | -3% | -1% | 4% | 5% | ·
CCOC(=O)/C=C1\Nc2ccccc2SC1=O | -1.0% | 1% | -8%[46.1 µM] | -1%[38.3 µM] | i | 6% | -11% | ?
O=c1[nH]c(=O)n(CCc2ccc(F)cc2)c(O)c1C=NCc1ccc2c(c1)OCO2 | -2.2% | 5% | -4%[46.1 µM] | 1% | -2% | ? | 3% | -3%
Cc1cc(OCC(=O)O)c2c3c(c(=O)oc2c1)CCCC3 | 1.1% | 0% | -4%[46.1 µM] | 0%[38.3 µM] | i | 21% | -2% | ?
CC(=O)[C@@H]1CC[C@@H]2[C@@H]3CCC4=CC(=O)CC[C@@]4(C)[C@H]3CC[C@]21C | -0.4%[16.9 µM] | -8%[17.1 µM] | · | 1% | -6%[25.9 µM] | -26%[20.6 µM] | 79%[activator][21.6 µM] | 1%[25.5 µM]
C=CCN1C(=O)/C(=C/c2ccc(N3CCOCC3)o2)C(=O)NC1=S | 0.9% | -24% | -15% | -4% | 0% | ? | 16% | -4%
Cc1ccccc1NP(=O)(Oc1ccccc1F)Oc1ccccc1F | -1.0% | 2% | -15% | 13% | -16% | 2% | 1% | 6%
O=c1[nH]c(=O)n(CCc2ccc(F)cc2)c(O)c1/C=N/N1CCCCC1 | -3.2% | · | -20% | · | 10% | · | 11% | -5%
NCC1OC(O[C@@H]2[C@H](O)[C@@H](OC3C(O)C(N)CC(N)C3OC3OC(CO)C(O)C(O)C3N)O[C@@H]2CO)C(N)C(O)C1O (some centres not stated) | -0.2% | -1% | 3%[46.1 µM] | -8% | -14% | -1% | 3% | 7%
Brc1ccc(Oc2ccc(Br)cc2Br)c(Br)c1 | · | · | · | 26% | -14% | -13% | -1% | ·
COC(=O)[C@H]1C[C@H]2CC[C@H](O)C[C@H]2N1CC1CC1 | 0.0% | -1% | · | -8% | i | 1% | 7% | -9%
O=CC=O | · | · | · | 9% | -18% | 4% | -11% | ·
CCC(=NCCc1c[nH]c2ccccc12)c1c(O)n(C)c(=O)n(C)c1=O | -1.5% | -1% | -12%[46.1 µM] | 45%[activator][38.3 µM] | ? | -74%[inhibitor] | 10% | -3%

Grouped by structure: the entries above with four or more nitrogen atoms
SMILES | Epigenetic reg | KinaseGlo FLuc | NPSR antagonist | IMPase Li cell | RECQ1 helicase | SMN2 splice enh | RGS12 GoLoco inh | JMJD2E inh
O=c1c(C=NCCN2CCNCC2)c(O)n(C2CCCCC2)c(=O)n1C1CCCCC1 | 0.0% | -3% | -20%[46.1 µM] | 23%[38.3 µM] | 0% | ? | 11% | 4%
CC1=CCCC2C1(C)CCC(C)C2(C)CC/C(C)=C/C[n+]1cn(C)c2c(N)ncnc21 (configuration not stated) | 1.3% | -5% | · | 23% | -4% | -4% | -2% | -6%
O=c1[nH]c(=O)n(CCc2ccc(F)cc2)c(O)c1/C=N/N1CCCCC1 | -3.2% | · | -20% | · | 10% | · | 11% | -5%
NCC1OC(O[C@@H]2[C@H](O)[C@@H](OC3C(O)C(N)CC(N)C3OC3OC(CO)C(O)C(O)C3N)O[C@@H]2CO)C(N)C(O)C1O (some centres not stated) | -0.2% | -1% | 3%[46.1 µM] | -8% | -14% | -1% | 3% | 7%
CCC(=NCCc1c[nH]c2ccccc12)c1c(O)n(C)c(=O)n(C)c1=O | -1.5% | -1% | -12%[46.1 µM] | 45%[activator][38.3 µM] | ? | -74%[inhibitor] | 10% | -3%

Continuation:
SMILES | Epigenetic reg | KinaseGlo FLuc | NPSR antagonist | IMPase Li cell | RECQ1 helicase | SMN2 splice enh | RGS12 GoLoco inh | JMJD2E inh
CCCCCSc1cc(OC)c(CCN)cc1OC | 1.0% | 0% | 13%[46.1 µM] | 12%[38.3 µM] | -2% | 10% | -11% | 5%
Cc1cccc(-n2c(O)c(C=NCc3cccnc3)c(=O)[nH]c2=O)c1C | -0.7% | -6% | 7%[46.1 µM] | 5%[38.3 µM] | -7% | -8% | 3% | 1%
COC(=O)[C@@H]1C[C@H]1[C@@H](NP(=O)(c1ccccc1)c1ccccc1)c1ccccc1 | -3.1%&3.9% | 2%&4% | 1% | 3%&10% | -4%&-1% | 10µM* | 3%&-16% | -2%&6%
Cc1ccnc(-n2c(-c3ccco3)nc3ccccc3c2=O)c1 | -4.7% | -7% | -10%[46.1 µM] | 14% | 9% | 9% | 5% | -6%
N#CC(O[C@@H]1OC(COC2OC(CO)C(O)C(O)[C@@H]2O)C(O)C(O)C1O)c1ccccc1 (some centres not stated) | 0.8% | -2% | · | 11% | 15% | -11% | -4% | 8%
C#CCN[C@H](C)Cc1ccccc1 | -1.2% | -2% | -8%[46.1 µM] | -7% | 1% | -12% | 9% | 9%

Profiles, looked up by structure. Values in the order: Epigenetic reg | KinaseGlo FLuc | NPSR antagonist | IMPase Li cell | RECQ1 helicase | SMN2 splice enh | RGS12 GoLoco inh | JMJD2E inh
Cc1cccc(-n2c(O)c(C=NCc3cccnc3)c(=O)[nH]c2=O)c1C in the list: -0.7% | -6% | 7%[46.1 µM] | 5%[38.3 µM] | -7% | -8% | 3% | 1%
C#CCN[C@H](C)Cc1ccccc1 in the list: -1.2% | -2% | -8%[46.1 µM] | -7% | 1% | -12% | 9% | 9%
